CHRM5 PAM = human M5 muscarinic receptor positive allosteric modulators, primary screen, CHO-K1 cells, Fluo-8 calcium fluorescence | Muscarinic acetylcholine receptor M5 (Homo sapiens), P08912 | CHO-K1 hM5, ACh EC20 PAM; 0% = ACh EC20, 100% = ACh EC100 | activation, % at 3 µM | 360,000 compounds, 0.3% hits;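 active = activation above the run cutoff, the mean activation of all test compounds plus 3 SD, cut at about 18% in these data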
Target sequence (P08912 whole entry, looked up): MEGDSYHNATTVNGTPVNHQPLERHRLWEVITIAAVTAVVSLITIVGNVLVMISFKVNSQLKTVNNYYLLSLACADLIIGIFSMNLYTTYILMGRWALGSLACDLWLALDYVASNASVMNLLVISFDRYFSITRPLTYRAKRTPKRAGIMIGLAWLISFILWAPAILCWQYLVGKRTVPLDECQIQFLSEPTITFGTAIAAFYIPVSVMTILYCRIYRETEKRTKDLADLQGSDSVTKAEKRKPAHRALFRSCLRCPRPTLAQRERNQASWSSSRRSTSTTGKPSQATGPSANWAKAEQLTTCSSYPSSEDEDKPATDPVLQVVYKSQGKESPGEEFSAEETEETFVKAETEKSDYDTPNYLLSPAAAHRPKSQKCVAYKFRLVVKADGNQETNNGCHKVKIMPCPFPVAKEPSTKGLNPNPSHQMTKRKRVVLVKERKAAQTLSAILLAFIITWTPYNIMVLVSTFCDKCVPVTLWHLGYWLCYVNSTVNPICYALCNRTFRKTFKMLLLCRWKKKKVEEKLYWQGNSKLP
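system = human M5 receptor in CHO-K1 cells | reagent = EC20 acetylcholine as agonist stimulus | compound dosing = single-point, 3 µM nominal | incubation = Fluo-8 loading 80 min at 37 °C plus 30 min room temperature | detection = Fluo-8 calcium dye fluorescence, kinetic read | benchmarks = low control EC20 acetylcholine (0%), high control EC100 acetylcholine (100%)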
M4 ag = human M4 muscarinic receptor agonists, primary screen, CHO-K1 cells, Fluo-8 calcium fluorescence; Muscarinic acetylcholine receptor M4 (Homo sapiens), P08173; CHO-K1 hM4/Gqi5; vehicle 0%, full acetylcholine response 100%; activation, % at 3 µM; 360,000 compounds, 0.14% hits; AID 624127, 2012;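 active = activation above the run mean over all test wells plus 3 SD, cut at about 32% in these data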;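 note: peak over basal fluorescence ratio per well then scaled between controls; 0% = DMSO wells and 100% = acetylcholine at EC100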
Target sequence (P08173 whole entry, looked up): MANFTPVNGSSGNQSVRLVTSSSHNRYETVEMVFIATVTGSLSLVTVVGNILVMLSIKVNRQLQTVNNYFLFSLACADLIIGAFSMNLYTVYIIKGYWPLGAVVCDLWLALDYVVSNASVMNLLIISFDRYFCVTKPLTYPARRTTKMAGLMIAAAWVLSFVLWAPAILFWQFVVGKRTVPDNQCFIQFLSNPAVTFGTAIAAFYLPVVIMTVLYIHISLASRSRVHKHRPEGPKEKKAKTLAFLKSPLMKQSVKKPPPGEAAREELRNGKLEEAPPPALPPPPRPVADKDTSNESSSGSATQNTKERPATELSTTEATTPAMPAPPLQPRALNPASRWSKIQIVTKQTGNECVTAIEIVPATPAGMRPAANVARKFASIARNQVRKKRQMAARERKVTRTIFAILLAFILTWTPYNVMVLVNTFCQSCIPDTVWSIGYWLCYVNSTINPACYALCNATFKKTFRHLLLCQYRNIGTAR
M4 PAM = human M4 muscarinic receptor positive allosteric modulators, primary screen, CHO-K1 cells, Fluo-8 calcium fluorescence; CHO-K1 hM4/Gqi5, ACh EC20; 0% = ACh EC20, 100% = maximal ACh; activation, % at 3 µM; 360,000 compounds, 0.4% hits; AID 624126, 2012;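 active = activation above its plate's cutoff, the mean activation of sample wells plus 3 SD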; note: some results filed as inactive read as strong as hits
M4 antag = human M4 muscarinic receptor antagonists, primary screen, CHO cells, Fluo-8 calcium fluorescence; inhibition, % at 3 µM; AID 624125, 2012; 360,000 compounds, 0.73% hits; CHO-hM4 cells, ACh EC80;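 active = inhibition above its plate's cutoff, the mean inhibition of sample wells plus 3 SD, cut at about 27% in these data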;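 note: 0% = acetylcholine EC80 with DMSO and 100% = DMSO without agonist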
CHO-K1 Ca antag = nonselective inhibitor or artifact in parental CHO-K1 cells | 360,000 compounds, 0.6% hits | AID 602250 | ATP-induced calcium, Fluo-8 fluorescence | inhibition, % at 3 µM;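 active = inhibition above a per-plate cutoff, the plate's mean sample inhibition plus 3 SD, cut at about 24% in these data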;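 note: 0% = DMSO plus EC80 ATP and 100% = DMSO alone without ATP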
M5 antag = human M5 muscarinic receptor antagonists, primary screen, CHO cells, Fluo-8 calcium fluorescence | Muscarinic acetylcholine receptor M5 (Homo sapiens), P08912 | CHO-hM5 cells, ACh EC80 | inhibition, % at 3 µM | 360,000 compounds, 0.59% hits | AID 624040, 2012;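 active = inhibition above a per-plate cutoff, the mean of that plate's test compounds plus 3 SD, cut at about 27% in these data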;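 note: 0% = acetylcholine EC80 with DMSO and 100% = DMSO without agonist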
CHRM5 agonist = human M5 muscarinic receptor agonists, primary screen, CHO-K1 cells, Fluo-8 calcium fluorescence | Muscarinic acetylcholine receptor M5 (Homo sapiens), P08912 | CHO-K1 hM5 cells; 0% DMSO wells, 100% maximal acetylcholine response | activation, % at 3 µM | 360,000 compounds, 0.19% hits;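 active = activation above the run's mean over test compounds plus 3 SD, cut at about 23% in these data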;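 note: signal is peak over basal fluorescence ratio across the kinetic read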
CHO-K1 Ca ag = counter-screen for M1 agonists: effect in parental CHO-K1 cells. Fluo-8 calcium fluorescence; scaled to maximal ATP response, vehicle zero. activation, % at 3 µM. 360,000 compounds, 0.48% hits; in the data active = activation above about 15%;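 note: untransfected CHO-K1 host cells lacking M1 receptor as counterscreen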
M1 PAM parental = nonselective calcium activators in parental CHO-K1 cells, primary screen, counter-screen for M1 PAM project, cell-based, Fluo-8 calcium fluorescence, full deck, 1536-well; activation, % at 3 µM; ATP EC20; 0% at ATP EC20, 100% at ATP max; 360,000 compounds, 0.02% hits;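 active = activation above the run cutoff, the mean activation of all test compounds plus 3 SD, cut at about 40% in these data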;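 note: peak over basal fluorescence ratio in a 140 s read after ATP addition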
* marks the source's active call; other numbers are inactive results.

SMILES	CHRM5 PAM	M4 ag	M4 PAM	M4 antag	CHO-K1 Ca antag	M5 antag	CHRM5 agonist	CHO-K1 Ca ag	M1 PAM parental
N=C1S/C(=C\c2cn[nH]c2-c2ccc(F)cc2)C(=O)N1c1ccccc1F	3	0	1	-3	1	-5	6	0.4	12
Cc1cc(NC(=O)CCC(=O)N(CC(=O)NCC2CCCO2)c2cccc(C)c2C)no1 (stereo unspecified)	7	1	3	-8	-6	4	-1	0.5	-13
COc1ccccc1CNCC(=O)N1CC(=O)Nc2ccccc21	6	1	-3	-10	-13	-11	-3	1.0	7
COCCn1c(N)c(N(Cc2ccccc2)C(=O)C(C)Oc2ccc(Br)cc2)c(=O)[nH]c1=O (stereo unspecified)	-5	1	7	-14	-2	9	-1	-0.1	-2
Cc1cc(C)cc(NC(=O)C2CC(=O)n3ncnc3N2)c1 (stereo unspecified)	-5	1	1	0	-13	2	2	1.8	18
O=C(Nc1ccc(Cl)c(Cl)c1)Nc1nnc(-c2ccncc2)s1	-1	2	1	6	6	-1	0	1.4	19
CCOC(=O)C1CCCN(C2CC(=O)N(c3cccc(C)c3)C2=O)C1 (stereo unspecified)	-4	0	-5	12	2	-3	19	0.1	-2
O=C(Nc1cccc(S(=O)(=O)N2CCOCC2)c1)c1cc2c(s1)CCC2	-3	-1	14	6	15	0	-2	0.5	-5
COc1cc(C(=O)Nc2cnc(NC(=O)C(C)C)cc2C)cc(OC)c1OC	6	1	1	1	-5	-1	-5	0.3	21
Cc1cc(OCC(=O)Nc2ccccc2C)no1	1	0	7	-7	-15	4	2	0.3	12
CC(C)(C)OC(=O)C[C@@H]1C/C=C\C[C@@H](CC(=O)N[C@H](CO)Cc2ccccc2)C(=O)N2CCC[C@@H]2COC1=O	9	4	-3	-1	-9	2	3	0.7	5
O=c1nc2n(c3cccc(Cl)c13)CCCCC2	-1	1	3	-10	-1	5	-1	-0.3	-13
OC1(c2cccs2)CN(c2ccc(Cl)cc2)C2=[N+]1CCCC2 (stereo unspecified)	-32	1	-24	30*	-8	29*	-18	0.6	20
CCSc1nc(-c2ccco2)ccc1C#N	46*	1	8	-15	-21	-3	-6	0.4	24
O=C(Nc1ncc(Cc2ccc(SC(F)F)cc2)s1)c1ccc(OC(F)F)cc1	-3	3	21*	7	-10	15	2	2.6	28
CCNC(=S)N1CCC(NC(=O)C2CCCCC2)CC1	-5	3	3	4	-11	15	0	-0.2	-1
CC(=O)Nc1ccc(S(=O)(=O)NCC2CCC(C(=O)NC3CCCCCC3)CC2)cc1 (stereo unspecified)	-2	0	-4	1	-2	1	0	0.1	17
COc1ccc([C@H]2CC(=O)C=C(c3ccc4c(c3)OCO4)C2)cc1	1	1	13	-4	-17	3	3	0.5	18
Cc1cc(=O)[nH]c(/N=C(\N)Nc2cccc3ccccc23)n1	-1	0	2	0	-8	5	-3	0.2	19
CN(C)C(=O)NC1c2ccccc2-c2ccccc21	-9	15	-2	-7	4	13	1	3.9	-1

Part of the list above, limited to CHO-K1 Ca antag, CHRM5 PAM and M4 ag.
SMILES	CHO-K1 Ca antag	CHRM5 PAM	M4 ag
CCNC(=S)N1CCC(NC(=O)C2CCCCC2)CC1	-11	-5	3
CC(=O)Nc1ccc(S(=O)(=O)NCC2CCC(C(=O)NC3CCCCCC3)CC2)cc1 (stereo unspecified)	-2	-2	0

Additional structures follow.
SMILES	CHRM5 PAM	M4 ag	M4 PAM	M4 antag	CHO-K1 Ca antag	M5 antag	CHRM5 agonist	CHO-K1 Ca ag	M1 PAM parental
COCCNC(=O)c1cc2c(=O)n3cccc(C)c3nc2n(Cc2ccncc2)c1=N	1	-1	8	-16	1	-14	-4	-0.5	7
COc1cc(-c2cc3nc(NCc4ccco4)ccn3n2)cc(OC)c1OC	-6	3	-2	-3	32*	7	-1	1.4	-15
CC1(C(=O)NS(=O)(=O)c2ccc3ccccc3c2)CCN1C(=O)CC1CCCCC1 (stereo unspecified)	6	1	7	-3	5	-1	1	0.3	8
C(CCc1nn[nH]n1)CCC1CCCCC1	-8	2	1	-2	-16	11	9	1.7	13
CCNC(=O)C1(C)CCN(C(=O)c2ccc(C)c(F)c2)C1 (stereo unspecified)	-3	1	6	3	-1	10	1	0.5	-4
CCOC(=O)N1CCC(NC(=O)C2CCN(C(=O)N3CC(C)Oc4ccc(C)cc43)CC2)CC1 (stereo unspecified)	-10	4	-9	5	20	9	0	1.0	-3
CC12CCC(=O)N1C(C(=O)Oc1cccc(F)c1)CS2 (stereo unspecified)	-2	1	2	-3	9	4	0	-0.3	-8
O=S(=O)(c1ccccc1)N1CCN(Cc2cccc(Cl)c2)CC1	-6	-1	-8	5	-13	9	-10	-0.1	0
COc1ccc(N(CC(=O)NCc2ccc3c(c2)OCO3)S(C)(=O)=O)cc1OC	1	1	9	-11	-3	-2	1	0.0	14
COc1ccc2nc(NC(=O)CSc3nnnn3C)sc2c1	-5	3	3	-3	-15	21	-1	3.8	12
O=C(Nc1cccc2ncccc12)C(c1ccccc1)c1ccccc1	-10	6	-5	-4	-10	-11	-1	3.0	19
CC(C(=O)Nc1ccc2c(c1)OCO2)n1cnc2c1c(=O)n(C)c(=O)n2C (stereo unspecified)	-3	1	-1	-1	-12	24	-2	0.4	15
COC(=O)c1nc2n(n1)C(c1ccc(OC)c(OC)c1)C(C(=O)OC1CCCCC1)=C(C)N2 (stereo unspecified)	1	2	2	7	28*	0	3	0.4	-8
COc1cccc(NC(=O)NC2CCN(CC(=O)Nc3ccccc3[N+](=O)[O-])CC2)c1	3	11	-4	-1	-11	-1	1	5.1	27
Cc1ccc(S(=O)(=O)N2CCC(C(=O)OCC(=O)NC3(C#N)CCCCC3)CC2)cc1C	1	7	-3	-5	-1	5	0	3.8	7
O=C(CN1CCN(S(=O)(=O)c2ccccc2F)CC1)NCC1(N2CCOCC2)CCCCC1	-3	1	-4	10	-10	6	-2	1.9	24
Cc1cccc(C(=O)N[C@H](C(=O)Nc2ncc(C)s2)C(C)C)c1	2	0	-4	-1	-14	-2	0	0.8	8
Cc1cc(C(=O)CSc2nnc(-c3ccncc3)n2-c2ccccc2)c(C)n1C	9	0	4	8	3	-7	3	0.2	11
COCCCn1c(CCC(=O)O)ccc1-c1ccc(F)cc1	1	1	9	-17	-12	-3	-3	0.3	14
COC(=O)c1ccc2c(C)c(C(C)(C)O)[nH]c2c1	-11	4	9	-12	-18	7	1	0.8	2

13 compounds out of the list, arranged by SMILES length, falling.
SMILES	CHRM5 PAM	M4 ag	M4 PAM	M4 antag	CHO-K1 Ca antag	M5 antag	CHRM5 agonist	CHO-K1 Ca ag	M1 PAM parental
COC(=O)c1nc2n(n1)C(c1ccc(OC)c(OC)c1)C(C(=O)OC1CCCCC1)=C(C)N2 (stereo unspecified)	1	2	2	7	28*	0	3	0.4	-8
Cc1ccc(S(=O)(=O)N2CCC(C(=O)OCC(=O)NC3(C#N)CCCCC3)CC2)cc1C	1	7	-3	-5	-1	5	0	3.8	7
COc1cccc(NC(=O)NC2CCN(CC(=O)Nc3ccccc3[N+](=O)[O-])CC2)c1	3	11	-4	-1	-11	-1	1	5.1	27
O=C(CN1CCN(S(=O)(=O)c2ccccc2F)CC1)NCC1(N2CCOCC2)CCCCC1	-3	1	-4	10	-10	6	-2	1.9	24
CC1(C(=O)NS(=O)(=O)c2ccc3ccccc3c2)CCN1C(=O)CC1CCCCC1 (stereo unspecified)	6	1	7	-3	5	-1	1	0.3	8
CC(C(=O)Nc1ccc2c(c1)OCO2)n1cnc2c1c(=O)n(C)c(=O)n2C (stereo unspecified)	-3	1	-1	-1	-12	24	-2	0.4	15
Cc1cc(C(=O)CSc2nnc(-c3ccncc3)n2-c2ccccc2)c(C)n1C	9	0	4	8	3	-7	3	0.2	11
COc1cc(-c2cc3nc(NCc4ccco4)ccn3n2)cc(OC)c1OC	-6	3	-2	-3	32*	7	-1	1.4	-15
CCNC(=O)C1(C)CCN(C(=O)c2ccc(C)c(F)c2)C1 (stereo unspecified)	-3	1	6	3	-1	10	1	0.5	-4
COC(=O)c1ccc2c(C)c(C(C)(C)O)[nH]c2c1	-11	4	9	-12	-18	7	1	0.8	2
COCCCn1c(CCC(=O)O)ccc1-c1ccc(F)cc1	1	1	9	-17	-12	-3	-3	0.3	14
COc1ccc2nc(NC(=O)CSc3nnnn3C)sc2c1	-5	3	3	-3	-15	21	-1	3.8	12
C(CCc1nn[nH]n1)CCC1CCCCC1	-8	2	1	-2	-16	11	9	1.7	13

The list goes on.
SMILES	CHRM5 PAM	M4 ag	M4 PAM	M4 antag	CHO-K1 Ca antag	M5 antag	CHRM5 agonist	CHO-K1 Ca ag	M1 PAM parental
Cc1cc(=O)[nH]c(SCC(=O)Nc2ccc(S(N)(=O)=O)cc2)n1	-5	1	0	-1	-5	-2	-2	0.1	20
COC(=O)C(C)N1C(=O)S/C(=C/c2cc(C)n(C(C)C)c2C)C1=O (stereo unspecified)	-28	5	-4	-2	7	3	-10	2.4	14
Cc1ccc(C)n1-c1ccc(N2CCOCC2)c(Br)c1	-6	1	4	-1	7	-3	-2	0.0	-2
Cc1ccc(C(=O)O)cc1NC(=O)c1cccs1	-3	1	6	-2	-5	6	3	0.4	5
CCCCCCCOC(=O)c1ccc(OC(=O)c2cccnc2)cc1	1	1	4	3	-22	2	0	1.6	16
Cc1onc(-c2ccccc2)c1CNS(=O)(=O)c1cccc(Br)c1	1	2	-16	3	-6	-3	-2	1.3	17
CS(=O)(=O)c1ccccc1-c1nnc(NC(=O)c2ccc3ncsc3c2)o1	3	0	-2	-13	4	0	1	0.7	9
COc1ccc(/C=C2/CCC(CN3CCOCC3)C2=O)cc1 (stereo unspecified)	1	6	-6	26	-3	3	2	2.0	4
CCn1ncc(C(=O)Nc2ccccc2C)c1C	-3	1	-1	17	11	-1	-1	-0.3	-11
O=C(CNCc1ccccn1)Nc1cc(C(F)(F)F)ccc1N1CCOCC1	4	1	0	-5	-15	-1	1	1.3	3
COc1ccc(-c2csc(NC(=O)CSc3n[nH]c(N)n3)n2)cc1	-3	5	1	4	10	11	7	1.2	-12
Cc1cc(S(=O)(=O)N2CCCC2)c(C)s1	0	-1	9	-4	1	-1	-2	1.9	14
CCOC(=O)C1(C)CCN1C(=O)c1ccc(Cl)nc1 (stereo unspecified)	8	1	6	-25	8	-9	-1	0.1	6
COc1cccc(/C=C/C(=O)c2ccc[nH]2)c1	-4	1	2	-2	3	-2	-8	0.6	9
CCc1ccc(Nc2nnc(SCc3cc(=O)n4ccsc4n3)s2)cc1	-6	5	-1	7	4	9	-3	0.7	9
C=CCN(c1ccc(C(=O)N2CCCC2)cc1)S(C)(=O)=O	-3	1	-5	18	-7	0	2	4.8	3
COc1cc(-c2nnc3n(CCc4ccccc4)c(=O)c4ccccc4n23)cc(OC)c1OC	6	3	1	-4	-3	-10	-1	1.4	12

Assay outcomes (PubChem)
